# High-throughput results from PubChem BioAssay.
# S1P3 antagonist: blocks the human S1P3 receptor; Q99500; AID 485; 0.27% of 170,000 active; inhibition, % at 4.98 µM; CHO S1P3 NFAT-BLA reporter, FRET fluorescence, antagonist mode;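 active means inhibition above the plate cutoff, the mean inhibition of test wells on that plate plus 3 SD, cut at about 28% in these data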;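 further: cells challenged with S1P at its EC80 of 0.8 µM; blue over green emission ratio from cleaved BLA substrate after 4 h stimulation; 0% = S1P-stimulated wells and 100% = unstimulated DMSO-only wells; some compounds past the cut are filed as inactive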
# Target sequence (Q99500 whole entry, looked up): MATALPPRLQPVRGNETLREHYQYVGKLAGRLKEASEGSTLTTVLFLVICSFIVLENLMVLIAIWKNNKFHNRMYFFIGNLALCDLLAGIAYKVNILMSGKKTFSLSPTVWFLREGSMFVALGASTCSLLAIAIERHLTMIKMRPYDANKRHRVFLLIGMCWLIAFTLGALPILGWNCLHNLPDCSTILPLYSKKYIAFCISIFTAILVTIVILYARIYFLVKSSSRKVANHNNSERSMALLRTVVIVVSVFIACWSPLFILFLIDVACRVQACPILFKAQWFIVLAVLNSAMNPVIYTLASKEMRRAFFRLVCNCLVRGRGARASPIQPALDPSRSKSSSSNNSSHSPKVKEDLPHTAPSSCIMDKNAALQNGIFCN
# An asterisk follows results filed as active. This is a subset; the hit share may differ from the screen's.
Structure	S1P3 antagonist
NC(=O)c1c(NC(=O)Cn2nc(C(=O)O)c3ccccc3c2=O)sc2c1CCCC2	2.6
O=S(=O)(NCc1ccc(Cl)cc1Cl)c1ccc(N2CCOCC2)nc1	-5.2
COC(=O)c1cc(C(=O)c2ccccc2)n2c(=O)/c(=C\N(C)C)sc12	-10.2
Cc1ccc(CNC(=O)C2CCCN(S(=O)(=O)c3c(C)noc3/C=C/N(C)C)C2)cc1 (stereo not given)	-7.9
CCOc1ccccc1CNCCNC(=O)c1nonc1N	9.8
CCOC(=O)C1=C(c2ccc(OC)cc2)OC(N)=C(C#N)C1c1cccnc1 (stereo not given)	5.7
CC(C)C(=O)NNc1ccc(C(F)(F)F)cn1	-10.3
O=C(/C=C/c1ccc(O)cc1)c1ccccc1	12.0
CSc1cccc(NC(=S)N(CCN(C)C)C(C)c2ccncc2)c1 (stereo not given)	-4.4
O=C(CSc1nccc(=O)[nH]1)c1c[nH]c2ccccc12	-1.5
COc1ccccc1NC(=O)c1c(NC(=O)CCC(=O)O)sc2c1CCCCC2	-11.4
CCN(CC)CCCN=Cc1c(O)n(-c2ccccc2C)c(=O)c2ccccc12	-12.3
COc1ccc2[nH]c(C(=O)O)c(CCN3C(=O)c4cccc([N+](=O)[O-])c4C3=O)c2c1	-3.9
O=C(O)c1cccc(S(=O)(=O)Nc2ccc([N+](=O)[O-])cc2O)c1	-4.5
Fc1ccccc1N1CCN(c2ncnc3nc[nH]c23)CC1	27.2
Cc1ccc(S(=O)(=O)N2CCN(c3ccccn3)CC2)cc1	8.5
CC(OC(=O)c1ccc(O)cc1)C(=O)Nc1cc(C(F)(F)F)ccc1Cl (stereo not given)	-10.4
CC(=O)c1cccc(NC(=O)Cn2c(=O)oc3cc(S(=O)(=O)N4CCCC4)ccc32)c1	-5.6
O=C(Nc1ccc(F)cc1)C1CCCN1S(=O)(=O)c1cccc2nsnc12 (stereo not given)	-4.1
COc1ccc2[nH]c(=O)c(CNc3ccc(C)cc3C)cc2c1	-8.9
Cc1cc(C)c2ccc(/C=N/O)nc2c1O	2.2
CCCCNC(=O)CCn1nc(-c2ccc(Cl)cc2)c2ccccc2c1=O	3.9
CCN1CCN(c2nc(N(C)c3ccccc3)nc(N)c2[N+](=O)[O-])CC1	-2.1
Cc1noc(-c2ccc(Cl)cc2)c1C(=O)O/N=C(\N)c1ccc(C(C)(C)C)cc1	3.9

# Three entries already listed, arranged by formula weight, highest first.
Structure	S1P3 antagonist
O=C(Nc1ccc(F)cc1)C1CCCN1S(=O)(=O)c1cccc2nsnc12 (stereo not given)	-4.1
CCN1CCN(c2nc(N(C)c3ccccc3)nc(N)c2[N+](=O)[O-])CC1	-2.1
COc1ccc2[nH]c(=O)c(CNc3ccc(C)cc3C)cc2c1	-8.9

# Going on with the list:
Structure	S1P3 antagonist
COc1ccc(Cl)cc1C(=O)O/N=C(\N)c1ccncc1	-4.0
CC1(C)CC(N(Cc2ccc(F)cc2)C(=O)c2ccc(F)cc2)CCO1 (stereo not given)	-4.2
Cn1c2c(c(=O)n(C)c1=O)C(c1ccccc1Cl)C(C#N)=C(N)O2 (stereo not given)	3.7
O=C1C(=Nc2cccc(Cl)c2)CC(c2ccc(Cl)cc2)N1c1cccc(Cl)c1 (stereo not given)	5.1
S=c1[nH]c2ccccc2c2ccccc12	-6.3
O=C(CCCNC(=O)c1ccc(Cl)cc1)Nc1ccc(S(=O)(=O)Nc2ncccn2)cc1	-17.0
CN1CCN(c2ccc(CNS(=O)(=O)Cc3ccc(Cl)cc3)cc2)CC1	-11.1
Cc1cc(N/N=C/c2ccc(F)cc2)nc(-n2nc(C)cc2C)n1	9.7
CCCn1nnc(NC(=S)NC(=O)c2ccc(-c3ccc(Br)cc3)o2)n1	-6.8
COCCNC(=O)C(=O)NCC1OCCN1S(=O)(=O)c1cccs1 (stereo not given)	0.0
Cc1nc(C2COc3ccccc3O2)sc1C(=O)O (stereo not given)	2.7
O=C(NCC1CCCO1)c1ccc(NS(=O)(=O)c2cccs2)cc1 (stereo not given)	-4.0
CC(C)CNC1CS(=O)(=O)CC1O (stereo not given)	-7.0
Cc1cc(C)n(-c2nc(NCCN(C)C)c3c4c(sc3n2)CCCC4)n1	-6.9
COC(=O)c1c(NC(=O)CCN2CCOCC2)sc2c1CCCC2	-36.5
O=C(c1sccc1Cl)N1CCN(Cc2ccc3c(c2)OCO3)CC1	11.5

# Some of the entries so far, as labelled records.
> COCCNC(=O)C(=O)NCC1OCCN1S(=O)(=O)c1cccs1 (stereo not given)
  S1P3 antagonist: 0.0
> CC(C)CNC1CS(=O)(=O)CC1O (stereo not given)
  S1P3 antagonist: -7.0
> Cc1cc(C)n(-c2nc(NCCN(C)C)c3c4c(sc3n2)CCCC4)n1
  S1P3 antagonist: -6.9
> COC(=O)c1c(NC(=O)CCN2CCOCC2)sc2c1CCCC2
  S1P3 antagonist: -36.5

# The results go on.
Structure	S1P3 antagonist
CCCn1nc(NC(=O)c2cccs2)c2cc3cccc(C)c3nc21	-12.1
Cc1cc(NC(=O)CSc2nnc(C3COc4ccccc4O3)n2N)no1 (stereo not given)	-1.6
Cn1cc(C(=O)N/N=C/c2ccc(Br)c([N+](=O)[O-])c2)c2ccccc21	6.5
Cc1nnc(Sc2cc(C(=O)NC3CC3)c3ccccc3n2)s1	3.5
Cc1c(O)nc2sc3ccccc3n2c1=O	-6.4
NNc1nc2sc3c(c2c(=O)n1Cc1ccccc1)CCC3	8.3
CCOC(=O)c1sc(NC(=O)CSC(=S)N2CCN(C)CC2)nc1C	0.0
CC(NS(=O)(=O)c1ccccc1)c1n[nH]c(=S)n1-c1ccccc1 (stereo not given)	-0.1
C[N+](C)=C1SCC(C)(/C=N/O)S1 (stereo not given)	5.4
CN(C(=O)COc1ccc(S(=O)(=O)N2CCOCC2)cc1[N+](=O)[O-])C1CCS(=O)(=O)C1 (stereo not given)	-3.5
O=C(O)c1ccc2c(c1Nc1ccccc1)C(=O)c1ccccc1C2=O	-13.6
CCOC(=O)C(c1ccccc1)C(Nc1ccccc1)c1ccccn1 (stereo not given)	-6.5
COC(=O)c1sccc1NC(=O)COc1cccc(C)c1	12.9
CC1CCCCN1C(=O)C1CCCCN1S(=O)(=O)c1cccc([N+](=O)[O-])c1 (stereo not given)	-25.9
Cc1onc(-c2c(Cl)cccc2Cl)c1NC(=O)NNc1ccccn1	-4.1
O=C(Nc1cccc2c1N(C(=O)c1ccco1)CCC2)c1ccco1	-8.6
CCC(C)C(NS(=O)(=O)c1ccc(C)cc1)C(=O)NCCN1CCOCC1 (stereo not given)	-7.1
C=CCN(c1ccccc1C(=O)NCC(=O)O)S(=O)(=O)c1ccccc1C	0.7
O=C(O)CC1=C(Nc2ccccc2)C(=O)N(c2ccccc2)C1c1ccc(Cl)cc1 (stereo not given)	-0.5
O=C1C(NS(=O)(=O)c2cccs2)=C(N2CCOCC2)C(=O)c2ccccc21	-15.0
COCCNC(=O)C12CC3CC(CC(Cl)(C3)C1)C2	2.5
Cc1nc(N2CCOCC2)[nH]c(=O)c1C(O)C(Cl)(Cl)Cl (stereo not given)	-13.2
CC(=O)/C(=N/Nc1ccc(Br)cc1)N1CCCc2ccccc21	9.1
CCn1c(NCCO)nc2c(c1=O)C(C)(CC)Cc1ccccc1-2 (stereo not given)	-5.5
Cc1nn(C(=O)c2ccc([N+](=O)[O-])cc2)c(C)c1Br	-10.3
O=S(=O)(c1ccc(Cl)nc1)N1CCN(c2ncccn2)CC1	-2.1
CSc1cccc(NC(=S)NCCCO)c1	-9.6
CCOC(=O)C1CCN(C(=O)c2cc(C(C)(C)C)nn2Cc2ccccc2)CC1	0.0
Cc1cccc(N(CC(=O)N/N=C/c2ccccc2C(=O)O)S(C)(=O)=O)c1C	-5.0
Cc1nc(/C(N)=N/OC(=O)c2ccccc2Cl)c(C(F)(F)F)o1	-3.8
O=c1[nH]c(=O)n(Cc2ccccc2)c2nc(-c3cccs3)n(CCO)c12	-10.5
O=c1[nH]c(O)c(/C=C2\C=Nc3ccccc32)[nH]1	-0.7
Clc1ccc(-c2nn3c(Cn4cnc5ccccc54)nnc3s2)c(Cl)c1	-7.0
CC(=O)c1cc(C#N)c(SCc2ccccn2)nc1C	-7.6
COc1cc(C(=O)NCC2(N3CCCCC3)CCCCC2)ccc1OCC(=O)N1CCOCC1	0.6
Cn1c(O)c(N=NC(=N)N)c2ccccc21	6.9
Cc1ccc(NC(=O)N2CCCC(C(=O)O)C2)cc1 (stereo not given)	6.7
Cc1ccc(CNC(=O)CCC2CCCN(Cc3cc4ccccc4o3)C2)o1 (stereo not given)	0.4
C=CCSc1nnc(-c2cc(C(C)(C)C)nn2Cc2ccc(F)cc2)n1C	-10.5
C=C(C)Cn1c(N2CC(C)CC(C)C2)nc2c1c(=O)[nH]c(=O)n2C (stereo not given)	-6.8
NS(=O)(=O)c1ccc(NC(=S)NC(=O)c2cccs2)cc1	1.2
Cc1ccc(CNc2ccc3c(c2)ncn3C(C)C)cc1	2.2
COCCCNc1ncnc2c1sc1nc(-c3ccco3)c3c(c12)CC(C)(C)OC3	14.4
Cc1nn(-c2ccccc2)nc1C(=O)NNC(=O)c1cccc2ccccc12	-5.4
O=C(Nc1nccs1)C(F)(F)C(F)(F)C(F)(F)C(=O)Nc1nccs1	-10.2
O=C1c2cccc3cc([N+](=O)[O-])cc(c23)C(=O)N1CCN1CCCC1	-14.0
Cc1ccc(Sc2ccc(N)cn2)cc1	-11.8
CCOC(=O)N1CCC(NS(=O)(=O)c2ccccc2)CC1	-5.5
O=[N+]([O-])c1cccnc1SCc1c(F)cccc1Cl	-4.1
COc1ccccc1C1CCN(c2ccc([N+](=O)[O-])c(OC)c2)CC1	1.7
Cc1csc(SCC(=O)Nc2cc(S(=O)(=O)N3CCOCC3)ccc2N2CCOCC2)n1	-4.7
Cc1ccc(S(=O)(=O)NC(C)(C)CN2CCC(Cc3ccccc3)CC2)cc1	-13.4
Cc1c(NC(=O)c2cccc(NS(C)(=O)=O)c2)c(=O)n(-c2ccccc2)n1C	15.2
COc1cc(CNc2ncnc3c2[nH]c2ccc(C)cc23)cc(OC)c1	13.9
COC(=O)c1c(C)[nH]c(/C=N/Nc2ccccc2)c1C	0.6
Nc1cccnc1Oc1ccc(F)cc1F	0.4

# Next part.
Structure	S1P3 antagonist
COc1ccccc1C1CCN(c2ccc(CO)cc2[N+](=O)[O-])CC1	-5.5
COc1ccc(C2=NN(CN3C(=O)C(=O)c4ccccc43)C(c3cccc([N+](=O)[O-])c3)C2)cc1 (stereo not given)	-10.3
Cc1cccc(-[n+]2c(-c3cccc(Br)c3)[nH]c3nc4ccccc4nc32)c1	8.5
COc1cc(/C=N/Nc2ccccn2)ccc1O	-14.0
CCOc1ccc(Nc2nc(N)c([N+](=O)[O-])c(NCc3ccccc3)n2)cc1	-8.7
Cn1nc(-c2ccccc2)cc1NS(=O)(=O)c1ccc(C#N)cc1	-3.1
O=C(NNc1ncnc2ccccc12)c1cccc(Cl)c1	8.5
CCCc1cc(C(=O)Nc2ccn(Cc3ccc(C)cc3)n2)no1	8.8
O=C(NCCN1CCCOC1=O)C(=O)NCCN1CCCOC1=O	11.5
O=C(Nc1nc(-c2cccnc2)cs1)c1ccc([N+](=O)[O-])cc1	3.9
CCOC(=O)C1CCCN(C(=O)c2cccc(S(=O)(=O)N3CC(C)OC(C)C3)c2)C1 (stereo not given)	7.6
Cn1c(=O)[nH]c(=O)c2c1nc(Br)n2C/C=N/NC(=O)c1ccccc1	-2.6
Nc1nc(Cl)cc(Nc2ccccc2Cl)n1	1.1
COc1cc(NC(=S)N(C)CCC#N)c(OC)cc1Cl	-18.5
O/N=C/c1ccc2cccc(O)c2n1	-6.1
CCOC(=O)c1cc(-c2c(Cl)cccc2Cl)no1	-19.9
COc1ccccc1NS(=O)(=O)c1cc(NC(=O)c2cccs2)ccc1N1CCOCC1	4.2
CC1CCN(c2c(NCC3CCC(C(=O)NC4CCCCCC4)CC3)c(=O)c2=O)CC1 (stereo not given)	-7.2
CCOc1ccc(C(=O)Nn2cnnc2)cc1OCC	-17.6
COc1ccc(Nc2nc(-c3ccc(OC)cc3)c(CCC(=O)O)s2)cc1	1.2
O=C(Nc1cc(F)c(Br)cc1F)c1ccc(Cl)cc1	4.8
COc1ccc(C(=O)C2CCCN(C(=O)c3ccoc3C)C2)cc1F (stereo not given)	7.2
COc1cc2c(c(OC)c1OC)CCc1cnoc1-2	-11.1
Cc1nc2sc3c(c2c(=O)[nH]1)CCCCC3	1.1
O=C(CSc1nc2ccccc2n1Cc1ccccc1Cl)N/N=C/c1ccccc1C(=O)O	-0.6
COc1ccc(-c2ccc(C#N)c(SCC(=O)NC3CC3)n2)cc1OC	-8.1
Cn1c(C(=O)N2CCN(c3ccccn3)CC2)cc2c(=O)n(C)c3ccccc3c21	-6.1
Cc1nc2c(C(=O)Nc3ccc(N4CCCC(O)C4)cc3)snc2c(=O)[nH]1 (stereo not given)	-8.0
Cc1noc(C)c1-c1nc(CS(=O)(=O)c2ccc(Cl)cc2)no1	-6.8
Cn1nc(C(=O)Nc2ccc(S(=O)(=O)Nc3ncccn3)cc2)ccc1=O	-13.7
N#Cc1c(Cl)cccc1N1CCCC1	-3.6
CCn1c(=S)[nH]c2cc(Cl)ccc21	6.5
CCc1nnc(NC(=O)CCC(=O)NCc2ccc(OC)cc2)s1	-8.9
O=C(c1ccc2c(=O)n3c(nc2c1)CCCCC3)N1CCN(c2ccc(F)cc2)CC1	2.9
CCCn1nnc(NC(=S)NC(=O)/C=C/c2ccc(Cl)cc2)n1	4.1
Cc1cc(C)n(-c2ccccc2C#N)n1	5.5
